# Epigenetic derep = derepresses silenced GFP reporter in murine cells; murine LDR cells, GFP reporter derepression, 30 h; Potency, µM (highest dose often 53.9 µM), for inactives: at the highest dose GFP activation, most hits filed as activators; 280,000 tested, 0.2% active; AID 1865; further: potency means the concentration at half of the fitted maximal effect; % of control where 0% means no effect; nearly all actives have a fitted effect of over 60% in size
#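 Murine LDR cells carrying a silenced, genomically integrated CMV-driven GFP reporter were exposed to compound for 30 hours at 37 C. After PBS washes, GFP-positive cells (20–120 um objects) were counted by laser-scanning microplate cytometry.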
# Tau fibril FP = blocks human tau fibril formation measured by polarization; P10636; AID 1468; K18 P301L tau heparin fibrillization, Alexa594 FP, 6 h; 280,000 tested, 0.39% active; Potency, µM (top dose mostly 57.7 µM), without a hit: top-dose activity, negative = inhibition, hits mostly inhibitors; further: potency means the concentration at half of the fitted maximal effect; on the % scale 0 is the no-effect control and ±100 the full control effect; nearly all actives have a fitted effect of over 55% in size
# Target sequence (P10636 561-689 P618L limits assumed): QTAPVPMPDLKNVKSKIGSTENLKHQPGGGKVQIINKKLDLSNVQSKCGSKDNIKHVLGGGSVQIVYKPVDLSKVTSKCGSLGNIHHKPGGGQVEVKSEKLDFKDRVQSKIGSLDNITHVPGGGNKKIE
#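 Steps: dispense K18 P301L tau (15 uM plus 0.24 uM Alexa 594 tracer, final) in pH 7 sodium acetate; add compound; add heparin (20 uM final); incubate 6 hr, 37 C; add ThT (30 uM final); after 1 hr ambient, read FP.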
# TR SRC2 fluor cs = counter-screen for TRb-SRC2 inhibitors: fluorescence interference | TRb/SRC2 Texas Red total fluorescence interference | Potency, µM (series often up to 106 µM), for the others: top-dose fluorescence change, negative = quenching | 280,000 tested, 0.29% active | AID 1479; active means well fitted curve in either direction with a large enough effect; inconclusive means small, poorly fitted or top-dose-only effect; further: potency means the concentration at half of the fitted maximal effect; on the % scale 0 is the no-effect control and ±100 the full control effect
#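 Human TRb ligand-binding domain at 0.6 uM with 20 nM Texas Red SRC2 peptide in Tris buffer containing 1 uM T3 and 5% DMSO, incubated with compound 5 h at ambient temperature. Total fluorescence (555/632 nm) calculated as parallel + 2 × perpendicular.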
# NPSR antag = blocks cAMP signaling of the human neuropeptide S receptor; CHO-NPSR cells, cAMP TR-FRET, antagonist mode; Potency, µM (highest dose often 38.3 µM), for the others: at the top dose activity change, negative = inhibition, most hits filed as inhibitors; AID 1461; 220,000 tested, 1% active; further: potency means the concentration at half of the fitted maximal effect; on the % scale 0 is the no-effect control and ±100 the full control effect; nearly all actives have a fitted effect of over 50% in size; many of its hits are not listed in these tables
# Target sequence (Q6W5P4 whole entry, looked up): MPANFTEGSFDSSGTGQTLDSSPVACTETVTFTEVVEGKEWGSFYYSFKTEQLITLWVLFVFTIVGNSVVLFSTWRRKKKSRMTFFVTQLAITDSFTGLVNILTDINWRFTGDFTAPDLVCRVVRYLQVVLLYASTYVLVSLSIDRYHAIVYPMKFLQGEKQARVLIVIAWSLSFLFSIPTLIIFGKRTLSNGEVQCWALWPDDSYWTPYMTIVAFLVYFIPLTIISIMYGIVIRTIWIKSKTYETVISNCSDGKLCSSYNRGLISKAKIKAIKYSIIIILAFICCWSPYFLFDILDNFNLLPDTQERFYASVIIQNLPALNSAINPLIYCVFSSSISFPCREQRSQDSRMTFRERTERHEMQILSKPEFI
# TRb SRC2 PPI = TRbeta-SRC2 interaction inhibition | P10828 | TRbeta-SRC2 peptide binding, fluorescence polarization; receptor liganded with 1 µM T3 | Potency, µM (doses to about 106 µM), for the others: top-dose activity change, negative = inhibition, actives largely listed as inhibitors | 280,000 tested, 0.065% active | AID 1469;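 further: potency means the concentration at half of the fitted maximal effect; plate controls were bound peptide for no effect and peptide without receptor for full effect; nearly all actives have a fitted effect of over 50% in size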
# Target sequence (P10828 whole entry, looked up): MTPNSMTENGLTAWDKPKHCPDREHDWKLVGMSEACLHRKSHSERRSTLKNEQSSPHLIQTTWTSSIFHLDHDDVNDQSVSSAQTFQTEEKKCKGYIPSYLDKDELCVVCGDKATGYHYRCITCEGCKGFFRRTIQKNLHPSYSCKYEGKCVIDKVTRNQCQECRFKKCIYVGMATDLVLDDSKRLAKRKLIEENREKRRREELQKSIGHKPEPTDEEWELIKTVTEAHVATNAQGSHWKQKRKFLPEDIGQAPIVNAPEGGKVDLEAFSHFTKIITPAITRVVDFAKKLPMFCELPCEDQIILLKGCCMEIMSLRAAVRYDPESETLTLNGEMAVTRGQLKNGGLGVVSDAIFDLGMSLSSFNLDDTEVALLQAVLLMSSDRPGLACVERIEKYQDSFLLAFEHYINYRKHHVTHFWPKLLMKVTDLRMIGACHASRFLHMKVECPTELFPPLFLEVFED
#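 Fluorescence polarization of 20 nM Texas Red SRC2 peptide (20-aa NR interaction domain) bound to 0.6 uM human TRb ligand-binding domain, with 1 uM T3, after 5 hr at ambient temperature; inhibition seen as decreased polarization.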
# CBFb-RUNX1 inh = inhibitors of human CBF-beta and RUNX1 interaction. Q01196+Q13951. AlphaScreen CBFb-His/RUNX1-biotin binding, biochemical. 230,000 tested, under 10 active. Potency, µM (series often up to 59.8 µM), inactives show top-dose activity, negative = inhibition, actives largely listed as inhibitors; further: % of control where 0% means no effect
#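 CBFb-His/RUNX1-biotin, 30 nM each, preincubated 20 min RT; compound 15 min RT; Ni + streptavidin beads 50 ng each, 90 min RT; AlphaScreen read.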
# Tau fluor counter = counter-screen for tau fibril formation inhibitors | Potency, µM (doses to about 57.7 µM), inactives show at the highest dose activity change, negative = decrease | AID 1463 | 280,000 tested, 0.93% active | tau K18 P301L Alexa594 fluorescence, heparin fibrillization; further: potency means the concentration at half of the fitted maximal effect; on the % scale 0 is the no-effect control and ±100 the full control effect; nearly all actives have a fitted effect of over 55% in size
#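 Human tau K18 P301L (15 uM unlabeled, 0.24 uM Alexa 594-labeled) in 100 mM sodium acetate pH 7 with 20 uM heparin, 6 hr at 37 C. ThT 30 uM added, 1 hr ambient; Alexa 594 FP and total fluorescence read at 555/632 nm.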
# GLA spleen mod = alpha-galactosidase A (human) modulation; human spleen homogenate, 4MU-alpha-Gal fluorescence, 40 min; 240,000 tested, 0.008% active; AID 2107; Potency, µM (doses to about 80 µM), without a hit: at the top dose activity change, negative = inhibition, hits mostly inhibitors;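 further: potency means the concentration at half of the fitted maximal effect; 0% = enzyme with vehicle and -100% = no enzyme basal signal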
#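 Inhibition or activation of alpha-galactosidase in human spleen homogenate is scored by 4-MU fluorescence after 40 min at 37C, pH 5.0, with 1 mM substrate. AC50s come from concentration-response fitted to the Hill equation.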
# * hit, by the source's call; ? = inconclusive; / = no result given; [ ] = remark or other dose. Unless noted, the call rests on the fitted dose curve; in most records, active means well fitted curve in the direction sought with a large enough effect; inconclusive means small, poorly fitted or top-dose-only effect, or another doubt; inactive means no such curve, though single readings can be large; an effect the other way counts as inactive or inconclusive. An excerpt, so the mix of outcomes need not match the whole.
No.	mol	Epigenetic derep	Tau fibril FP	TR SRC2 fluor cs	NPSR antag	TRb SRC2 PPI	CBFb-RUNX1 inh	Tau fluor counter	GLA spleen mod
1	CC(C)C(=O)NNC(=O)c1csc(CS(=O)(=O)c2ccc(Cl)cc2)n1	-0.1%	3%	-6%	6%	1%	6%	-1%	-3%
2	Cc1noc(C)c1S(=O)(=O)N(CC(=O)Nc1ccc(F)cc1F)c1ccc(C(C)C)cc1	-1.6%	-15%	-2%	/	-6%	/	?	/
3	CCn1c(=O)c([N+](=O)[O-])c(NCCN(C)C)c2ccccc21	-2.3%	-2%	1%	-5%	7%	7%	-10%	-3%
4	CC(=O)N1CCCc2cc(S(=O)(=O)N(C)CC(=O)Nc3ccc(F)cc3Cl)ccc21	3.6%	-11%	-1%	/	4%	/	1%	/
5	CCNC(=O)C(CCSC)NS(=O)(=O)c1ccc(C)cc1 (stereo not given)	-2.4%	-1%	-3%	13%	3%	1%	-5%	4%
6	CCCCCC(=O)Nc1nc2ccccc2[nH]1	0.0%	-7%	1%	-11%[46.1 µM]	2%	2%	-9%	1%
7	COc1cc(C[C@H](C)[C@H](C)Cc2ccc3c(c2)OCO3)ccc1O	4.8%	4%	-1%	-5%	4%	0%	-27%	-1%
8	COc1cccc(OC)c1Nc1nc(C)nc2c1nnn2Cc1ccccc1Cl	1.6%	0%	0%[53 µM]	21%	3%[53 µM]	-2%	-10%	-5%
9	COC(=O)\C(C(C)=O)=C(/C=C/C=C/C=C/N(C)C)N(C)C	-2.3%	?	9%	-3%[46.1 µM]	-15%	?	-24%	16%
10	CCOC(=O)c1c(-c2ccc(C)o2)csc1N	-0.6%	10%	2%	-15%[46.1 µM]	10%	-21%	-24%	-1%
11	CCN(CC)S(=O)(=O)c1ccc2c(c1)N(CC(=O)Nc1cccc(C)c1C)C(=O)C1CCCN21 (stereo not given)	12%	5%	1%	/	4%	/	-9%	/
12	CCn1nc(CC(=O)Nc2nnc(CC(=O)N3CCCCC3)s2)c2ccccc2c1=O	14%	-6%	-1%	-3%[46.1 µM]	10%	1%	-7%	4%
13	N#C/C(=C/c1ccccc1Cl)c1nc2ccccc2c(=O)[nH]1	-0.8%	14%	-5%	/	-2%	/	2%	/
14	COc1cccc(NC(=O)NCc2ccc3c(c2)CCN3C(=O)c2ccccc2)c1	0.0%	?	-8%	/	7%	/	?	/
15	COc1ccccc1N1CCN(C(=O)c2cc3n(n2)C(C(F)(F)F)CC(c2ccco2)N3)CC1 (stereo not given)	-1.0%	5%	-1%	-13%[46.1 µM]	-1%	-3%	-5%	6%
16	Cc1ccc2nc(-c3c[nH]c4ccccc34)c(Nc3ccccc3C)n2c1	-0.7%	11%	-3%	/	-3%	/	?	/
17	COCCCn1c(SCC(=O)Nc2ccc(C(=O)OC)cc2)nc2ccccc2c1=O	-1.0%	3%	3%	?	10%	3%	-1%	2%
18	O=C(c1ccc(Cl)c([N+](=O)[O-])c1)N(Cc1ccc(Cl)cc1)C1CCS(=O)(=O)C1 (stereo not given)	-0.8%	3%	-1%	-5%	0%	9%	-10%	4%
19	COc1ccc(C(=O)NC(=O)N2CCCCC2)cc1	-1.1%	-3%	-1%	1%[46.1 µM]	-13%	5%	2%	-7%
20	CCn1c(=O)cc(SCC(=O)NCc2cccnc2)c2ccccc21	-2.1%	1%	2%	?	15%	3%	-1%	2%
21	Cc1cccc(-c2nc(CS(=O)CC(=O)NCCCSC3CCCCC3)c(C)o2)c1 (stereo not given)	-0.8%	3%	-3%	-17%[46.1 µM]	-10%	1%	-14%	2%
22	CC(=O)c1ccc(NC(=O)c2sc(-n3nc(C)c(Cc4ccc5c(c4)OCO5)c3C)nc2C)cc1	-3.2%	?	2%	/	-11%	/	?	/
23	COCCSc1nnc(NC(=O)C2CC(=O)N(c3ccccc3)C2)s1 (stereo not given)	-1.0%	2%	-1%	-6%	-3%	15%	0%	3%
24	Cc1ccc(CNC(=O)C2CCCN(c3nc(C)cc(C)n3)C2)cc1 (stereo not given)	7.7%	-9%	-3%	-3%	5%	3%	-4%	12%
25	CCC(C)NC(=O)C(Cc1ccccc1)n1cccc1 (stereo not given)	0.1%	7%	-1%	3%[46.1 µM]	5%	-1%	2%	3%

# The final four entries of the section above come first, to join the parts.
No.	mol	Epigenetic derep	Tau fibril FP	TR SRC2 fluor cs	NPSR antag	TRb SRC2 PPI	CBFb-RUNX1 inh	Tau fluor counter	GLA spleen mod
22	CC(=O)c1ccc(NC(=O)c2sc(-n3nc(C)c(Cc4ccc5c(c4)OCO5)c3C)nc2C)cc1	-3.2%	?	2%	/	-11%	/	?	/
23	COCCSc1nnc(NC(=O)C2CC(=O)N(c3ccccc3)C2)s1 (stereo not given)	-1.0%	2%	-1%	-6%	-3%	15%	0%	3%
24	Cc1ccc(CNC(=O)C2CCCN(c3nc(C)cc(C)n3)C2)cc1 (stereo not given)	7.7%	-9%	-3%	-3%	5%	3%	-4%	12%
25	CCC(C)NC(=O)C(Cc1ccccc1)n1cccc1 (stereo not given)	0.1%	7%	-1%	3%[46.1 µM]	5%	-1%	2%	3%
26	CCc1cc(C(=O)Cc2ccc(F)cc2)c(O)cc1O	2.3%	-15%	-4%	-17%[46.1 µM]	5%	-5%	?	13%
27	NC(=O)C(c1ccccc1)c1ncc(C(F)(F)F)cc1Cl (stereo not given)	0.0%	-1%	0%	-2%[46.1 µM]	1%	-6%	-1%	-2%
28	COC(=O)Nc1ccccc1C(=O)N1CCN(c2ccc(C)cc2)CC1	1.1%	0%	-5%	1%	-7%	-1%	-2%	0%
29	Cc1ccc2nc(SC(C)C(=O)NC3CCCc4ccccc43)[nH]c2c1 (stereo not given)	-1.0%	-9%	0%	-10%	3%	2%	-30%	3%
30	Cc1cc(NC(=O)CN2C(=O)NC(CCc3ccccc3)C2=O)no1 (stereo not given)	1.2%	5%	-2%	11%	1%	-5%	0%	11%
31	CC(=O)c1ccc(N2Cc3ccccc3C3(CCOCC3)C2=N)cc1	2.3%	1%	-2%	7%	0%	0%	0%	-1%
32	CCN(Cc1ccccc1)c1ncnc2c1cnn2-c1ccc(F)cc1	2.7%	-1%	0%	/	7%	/	-21%	/
33	Cc1ccc(Cn2c(SCC(=O)C(C)(C)C)nc3ccsc3c2=O)cc1	-1.3%	-7%	-1%	/	-8%	/	-15%	/
34	CCOc1ccc(S(=O)(=O)n2cnc3cc(C)c(C)cc32)cc1	0.0%	2%	2%	-1%[46.1 µM]	0%	1%	-3%	-9%
35	Cc1oc(C(=O)O)cc1COc1ccc2c3c(c(=O)oc2c1)CCC3	0.1%	11%	1%	-1%[46.1 µM]	2%	-2%	-6%	?
36	CCCn1c(NC(=O)c2cccc(S(=O)(=O)N3CCCC3)c2)nc2ccccc21	-0.8%	5%	-2%	?	8%	-9%	-27%	-1%
37	Cn1cccc1/C=C1\SC(=S)N(NC(=O)c2cccc(Cl)c2)C1=O	-3.0%	-1%	0%	-14%	-5%	?	?	-4%
38	Cc1cc(OC(=O)Cc2cccc3ccccc23)c([N+](=O)[O-])c(=O)[nH]1	-3.0%	9%	-1%	18%	8%	-25%	5%	-3%
39	Cn1nccc1NS(=O)(=O)c1ccc(C(C)(C)C)cc1	-1.0%	8%	-5%	2%	-7%	1%	-8%	-12%
40	COc1ccc(NC(=S)N2CCN(C(c3ccccc3)c3ccccc3)CC2)cc1OC	0.0%	16%	3%	-20%	7%	-25%	-28%	1%
41	OCCC1CN(Cc2ccccc2-c2ccco2)CCN1Cc1ccccc1 (stereo not given)	7.7%	1%	-5%	14%	2%	0%	-3%	0%
42	CCOc1ccccc1C1N(c2ccc(F)cc2)C(=O)C2CCCN21 (stereo not given)	-1.1%	10%	0%	-9%[46.1 µM]	-10%	3%	3%	0%
43	CC(=O)Nc1nnc(SCC(=O)N2CCCc3ccccc32)s1	?	3%	-2%	7%	8%	11%	-3%	-2%
44	CC1=NN(c2ccccc2)C(=O)/C1=C/c1cc2cc(C)ccc2nc1N1CCCCC1	-0.9%	-9%	-2%	-13%[46.1 µM]	?	-9%	?	13%
45	CC1CCN(C(=O)Cn2cc(SCC(=O)Nc3ccccc3C(F)(F)F)c3ccccc32)CC1	-1.8%	7%	-3%	/	-5%	/	-16%	/
46	O=C(NCc1ccccc1)c1cccn1-c1nnc(N2CCCCC2)s1	3.2%	1%	-2%	/	7%	/	-4%	/
47	Cc1c(NC(=O)c2cccnc2C(=O)O)cccc1C(=O)O	0.9%	-4%	0%	18%	-7%	-2%	-2%	5%
48	CCOc1ccc(CSC2=NCCN2)cc1Cl	1.1%	0%	-4%	7%[46.1 µM]	1%	9%	-3%	8%
49	CCNC(=O)C(C)Oc1ccc(Cl)cc1Cl (stereo not given)	0.2%	-1%	-1%	17%	4%	4%	-10%	5%
50	CCOC(=O)C(=CNc1cc(C)ccc1[N+](=O)[O-])C(=O)OCC	-2.2%	-5%	-1%	41%	6%	-1%	-20%	-5%
51	O=C(NC1CCCCCC1)C1Cc2ccccc2CN1C(=O)c1ccco1 (stereo not given)	4.2%	10%	1%	-23%	-2%	6%	-4%	-3%
52	CCOC(=O)C1C2C=CC3(CN(C4CCCC4)C(=O)C13)O2 (stereo not given)	0.0%	-4%	1%	1%[46.1 µM]	0%	0%	-2%	-3%
53	COc1ccc(OC)c(Nc2cc(C)nc3nc(C)nn23)c1	1.5%	-1%	0%	-6%[46.1 µM]	-1%	10%	2%	-9%
54	CCOC(=O)c1ccc(N2C(=O)Cc3cc(OCC)c(OCC)cc3C2c2ccccc2)cc1 (stereo not given)	0.8%	-4%	-2%	/	5%	/	-7%	/
55	O=C(O)CCN=Cc1c(O)c2ccccc2oc1=O	-0.4%	3%	1%	9%	-3%	1%	4%	5%
56	CCOc1ccc(-n2c(SCC(=O)Nc3ccc(OC)cc3OC)nc3c(c2=O)SCC3)cc1	0.4%	7%	-1%	-22%[46.1 µM]	-1%	3%	-18%	-1%

# Compound activity as filed in PubChem BioAssay.
